# From PubChem
# D3 ag: activates the human D3 dopamine receptor | max activation, % | P35462 | actives 0.58% (n = 410,000) | D3R DiscoveRx beta-arrestin cells, luminescence, 90 min; in the data active means max activation above about 30%; further: 0% is about no effect; mostly tested at two doses, the higher about 12 µM
# Target sequence (P35462 whole entry, looked up): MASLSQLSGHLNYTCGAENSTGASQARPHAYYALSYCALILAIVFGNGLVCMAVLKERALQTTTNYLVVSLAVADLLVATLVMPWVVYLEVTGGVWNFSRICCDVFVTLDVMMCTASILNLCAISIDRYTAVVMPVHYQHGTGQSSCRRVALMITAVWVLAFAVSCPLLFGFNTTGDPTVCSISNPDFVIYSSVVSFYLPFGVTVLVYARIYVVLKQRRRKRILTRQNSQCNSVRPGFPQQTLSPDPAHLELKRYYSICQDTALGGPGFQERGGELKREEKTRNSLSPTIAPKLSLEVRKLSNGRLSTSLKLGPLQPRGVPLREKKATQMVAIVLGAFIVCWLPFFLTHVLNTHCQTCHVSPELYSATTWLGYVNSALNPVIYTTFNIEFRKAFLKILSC
#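 Agonist-mode cell screen: cells plated at 1500/well and incubated overnight at 37 °C, then exposed to library compounds for 90 min at 37 °C. Detection reagent was added for 30–60 min at room temperature, and luminescence was read.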
# Akt phos inh: blocks phosphorylation of Akt; activity change, % for hits at 50 µM; Neuro2A IGF-stimulated pAkt S473 HTRF, 20 min; hits give low values; actives 0.32% (n = 360,000); in the data active means activity change below about -80%; inconclusive means mostly about -51% to -80%; further: on the % scale 0 is the no-effect control and ±100 the full control effect
#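 Neuro2A cells in DMEM with 0.5% FBS, overnight at 37 deg C, given compound at single 50 µM final, then IGF (6 nM final) for 20 min at 37 deg C. Lysed; phospho-Akt Ser473 by HTRF after 24 h, 665/615 ratio.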
# CCT modulator: cytosolic chaperonin activity modulation; purified chaperonin ATPase assay, HTRF ADP detection, 30 min; activity change, % (test concentration not listed), hits read low; actives 0.3% (n = 360,000); in the data active means activity change below about -30%; further: on the % scale 0 is the no-effect control and ±100 the full control effect
#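 We incubate TRiC, 40 or 20 nM final, with library compounds at 76 uM and 10 uM ATP for 30 min at 37 °C. ADP formed is detected with Transcreener HTRF reagents after 30 min at room temperature.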
# Mm-Cpn inhibitor: inhibitors of Methanococcus maripaludis chaperonin (MmCpn); purified Mm-Cpn ATPase, ADP Transcreener TR-FRET; Potency, µM (series often up to 76.9 µM), without a hit: at the top dose activity, negative = inhibition, most hits filed as inhibitors; actives 0.031% (n = 330,000); AID 504842; further: potency means the concentration at half of the fitted maximal effect; on the % scale 0 is the no-effect control and ±100 the full control effect; nearly all actives have a fitted effect of over 80% in size
#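 ATP (10 uM final) was added to archaeal chaperonin (25 nM final) after 10 min exposure to test compound at 37°C; after 30 min further incubation, ADP was detected by competitive TR-FRET.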
# DRD3 antagonist: D3 dopamine receptor (human) antagonism; P35462; D3R cells, DiscoveRx beta-arrestin luminescence, antagonist mode; hits give low values; max response, negative = inhibition, %; actives 2.5% (n = 360,000); in the data active means max response below about -50%; inconclusive means no clear call, values can overlap the other calls; further: on the % scale 0 is the no-effect control and ±100 the full control effect; mostly tested at two doses, the higher about 12 µM
#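 Cells plated overnight at 1500 cells/well, then exposed to library compounds with dopamine controls for 90 minutes at 37 degrees C. DiscoveRx reagent added for 30–60 minutes at room temperature; luminescence read, quantitative HTS format.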
# PTHR1 ag: activates the human parathyroid hormone receptor PTHR1 | HEK293 GP2 PTHR1 cells, GloSensor cAMP luminescence, 1 h | Potency, µM (series often up to 115 µM), for inactives: at the highest dose activation, actives largely listed as activators | actives 0.075% (n = 410,000) | AID 743266; further: potency means the concentration at half of the fitted maximal effect; nearly all actives have a fitted effect of over 55% in size; some results filed as inactive show a strong effect at the top dose; inactives centre near -15; many of its hits are not listed in these tables
# Target sequence (Q03431 whole entry, looked up): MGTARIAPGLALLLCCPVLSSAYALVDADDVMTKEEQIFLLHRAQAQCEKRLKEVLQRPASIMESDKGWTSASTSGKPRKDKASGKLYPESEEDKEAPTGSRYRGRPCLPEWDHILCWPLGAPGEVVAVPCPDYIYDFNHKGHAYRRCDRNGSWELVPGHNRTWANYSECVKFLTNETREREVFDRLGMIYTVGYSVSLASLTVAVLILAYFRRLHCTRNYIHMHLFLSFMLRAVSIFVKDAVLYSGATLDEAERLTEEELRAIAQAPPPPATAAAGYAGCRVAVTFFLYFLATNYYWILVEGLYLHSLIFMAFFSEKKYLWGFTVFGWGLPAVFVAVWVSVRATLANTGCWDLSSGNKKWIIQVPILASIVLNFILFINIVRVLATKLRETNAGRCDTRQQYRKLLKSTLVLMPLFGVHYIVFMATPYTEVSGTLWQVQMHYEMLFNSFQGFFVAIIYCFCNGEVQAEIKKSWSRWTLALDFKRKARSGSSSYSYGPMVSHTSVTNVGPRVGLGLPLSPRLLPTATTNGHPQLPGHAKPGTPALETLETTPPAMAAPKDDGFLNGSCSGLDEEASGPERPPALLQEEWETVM
#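 HEK-293-derived GP2 cells expressing PTHR1 and a GloSensor cAMP reporter, 3,000/well, plated overnight, given luciferin plus IBMX (each 0.5 mM as added) for 1 h at 37 °C, then compound for 1 h at 37 °C. Luminescence was read after 15 min at room temperature.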
# EPAC2 agonist: EPAC2 (human) agonism. EPAC2 activation, biochemical qHTS; response scale: 100% = 6.5 mM cAMP response. Q8WZA2. AID 720711. Potency, µM (top dose mostly 154 µM), inactives show at the top dose activation, most hits filed as activators. actives 0.079% (n = 360,000); further: potency means the concentration at half of the fitted maximal effect; nearly all actives have a fitted effect of over 50% in size
#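 Exchange assay: 100 nM EPAC2 with 250 nM Rap1B-BODIPY-GDP and 50 uM GDP. Fluorescence (ex 480/em 540 nm) read every 5 min for 30 min at room temperature. Data normalized to 6.5 mM cAMP as agonist control.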
# EPAC2 antag: antagonists of human EPAC2. EPAC2 GEF exchange of Rap1B-BODIPY-GDP, fluorescence. actives 0.18% (n = 360,000). Potency, µM (top dose mostly 114 µM), for the others: top-dose activity, negative = inhibition, most hits filed as inhibitors. AID 720708; further: potency means the concentration at half of the fitted maximal effect; on the % scale 0 is the no-effect control and ±100 the full control effect; nearly all actives have a fitted effect of over 45% in size; many of its hits are not listed in these tables
# Active calls of the source: *; i = inactive; ? = inconclusive; . = not tested or not shown; & = joins results of further samples; [ ] = dose if it differs, or a comment. Unless noted, the call rests on the fitted dose curve; in most records, active means well fitted curve in the direction sought with a large enough effect; inconclusive means small, poorly fitted or top-dose-only effect, or another doubt; inactive means no such curve, though single readings can be large; an effect the other way counts as inactive or inconclusive. A portion of the library. The share of hits here may be higher or lower than overall.
SMILES,D3 ag,Akt phos inh,CCT modulator,Mm-Cpn inhibitor,DRD3 antagonist,PTHR1 ag,EPAC2 agonist,EPAC2 antag
Cc1nc(C)c(C(=O)N(c2ccc(F)cc2)C(C(=O)NCC2CCCO2)c2ccccc2)s1 (stereo not drawn),1,i,-13,2%,-23,i,20%,-24%
O=S(=O)(c1cccc(-c2nc3ccccc3s2)c1)N1CCCC1,1,.,0.0,-2%,28,-1%[57.5 µM],3%,-15%
Cc1ccc(OCC(=O)N/N=C/c2ccc([N+](=O)[O-])o2)cc1,-6,i,-0.4,2%,-11,i,5%,0%
CCOC(=O)c1c(C)[nH]c(C(=O)OCc2ccccc2F)c1C,5,i,0.3,0%,-5,-18%,-1%,-3%
Cc1nn(CCN)c(C)c1Cl,2,i,-0.1,-14%,11,i,-3%,8%
CCCCCCCCNC(=O)c1cnsn1,1,i,-1.2,1%,-13,i,-2%,1%
O=C(O)c1c(Cl)c(Cl)c(Cl)c(Cl)c1C(=O)N1CCCC1,-2,i,-0.3,2%,16,i,1%,6%
O=c1[nH]c(COc2ccc(Cl)cc2Br)nc2ccccc12,-12,i,0.8,-6%,-4,-58%[inhibitor],13%,4%
CCc1cccc2c(C(=O)CN3C(=O)NC4(CCc5ccccc54)C3=O)c[nH]c12 (stereo not drawn),-1,i,0.1,-1%,-12,-57%[inhibitor],2%,-14%
COc1ccc(C(=O)Nc2nc(-c3cccs3)cs2)cc1,3,i,-1.9,.,-11,-28%,16%,0%
C=CCn1cc(/C=C/c2cc[n+](C)cc2)c2ccccc21,-2,i,-1.5,1%,-10,-22%,100µM*,124%[activator]
CC1CCN(C(=O)Cn2c(=O)oc3cc(S(=O)(=O)N4CCCCC4)ccc32)CC1,1&0,i,0.3,?,-7,-20%&-7%,-2%,-2%
CCCCCOc1cccc(C2C(C(=O)c3cccs3)=C(O)C(=O)N2CCN2CCOCC2)c1 (stereo not drawn),-9,i,0.7,.,-19,-26%,-4%,0%
CCC(C)c1ccc(C2C3=C(Nc4nc(N)[nH]c(=O)c42)c2ccccc2C3=O)cc1 (stereo not drawn),0,i,-3.3,6%,-19,i,2%,14%
CCCCC(=O)Nc1ccc(C(=O)NNC(=O)c2ccc(C)c(Br)c2)cc1,2,i,0.2,3%,-17,-5%,0%,-1%
Cc1ccc(C)c(C(=O)CN2Cc3ccccc3C2=O)c1,-2,i,-1.5,1%,-14,i,8%,0%
Cc1c(NC(=S)NC(=O)c2cc3ccccc3o2)c(=O)n(-c2ccccc2)n1C,-1,i,-1.5,-6%,-2,-25%,-8%,1%
Cc1cc(C(=O)CN2C(=O)C(=O)N(Cc3ccccc3)C2=O)c(C)n1Cc1ccc(F)cc1,-6,i,0.6,-1%,-25,-15%,15%,2%
OCC1(Cc2ccccc2)CCN(Cc2ccc(C(F)(F)F)cc2)CC1,-17,i,-0.3,2%,-4,-35%[inhibitor],-2%,-3%
CCOC(=O)CSc1nc(C)c(Oc2ccc(Cl)cc2Cl)c(=O)[nH]1,-26,i,-2.8,-7%,-9,i,9%,15%
COc1cccc(CSc2nc3ccccc3cc2C=O)c1,-4,i,-3.1,-3%,?,i,14%,-8%
CCSc1nnc(NC(=O)c2cc(OC)c(OC)c(OC)c2)s1,2,i,-0.8,-4%,5,i,8%,-5%
CCCNC(=O)C(=O)c1cccn1-c1ccsc1C(=O)OC,-1,i,-1.9,-3%,-12,-24%[57.5 µM],10%,-3%
COc1cc(C(CC(=O)Nc2ccccn2)N2Cc3ccccc3C2=O)cc(OC)c1OC (stereo not drawn),1,i,-1.8,4%,8,i,-4%,7%
NC(=O)[C@@H]1CCCNc2c(F)cc([N+](=O)[O-])cc2C(=O)N[C@@H](CO)C(=O)NCC(=O)N1,6,i,-0.4,0%,8,-24%,3%,17%
SMILES,D3 ag,Akt phos inh,CCT modulator,Mm-Cpn inhibitor,DRD3 antagonist,PTHR1 ag,EPAC2 agonist,EPAC2 antag
Cc1ccc(-c2csc(NC(=O)c3cccc(S(=O)(=O)N4CCN(C)CC4)c3)n2)cc1,-2,i,-5.7,0%,-25,-14%[57.5 µM],12%,-2%
Cc1cc(C)nc(N/C(=N/S(=O)(=O)Cc2ccccc2)Nc2ccccc2)n1,-11,i,-0.9,0%,-10,2%,6%,-18%
COC(=O)[C@@]12C[C@@H](CC(=O)NCc3ccc(C)o3)C(=O)N(Cc3ccc4c(c3)OCO4)C1=CCC(C)(C)C2,1,i,.,.,-13,-44%[inhibitor],6%,-13%
O=c1c(F)cn(C2CCCO2)c(=O)n1Cc1ccccc1F (stereo not drawn),4,i,1.5,3%,15,-22%[57.5 µM],8%,-5%
Cc1c(C(=O)N(C)C2CCCCC2)sc2ncnc(N3CCN(c4ccccc4F)CC3)c12,-10,i,0.5,-2%,10,-32%[inhibitor],-4%,-23%
Cc1ccc(S(=O)(=O)N2CCN(C(C)C(=O)N3CCCc4ccccc43)CC2)cc1 (stereo not drawn),-13,i,-1.8,-3%,0,0%[57.5 µM],9%,1%
CCCS(=O)(=O)Nc1ccc(Nc2c3ccccc3nc3ccccc23)c(OC)c1,-17,i,-0.6,.,-22,i,0%,0%
Cc1cccc(Nc2nc3c(S(=O)(=O)c4ccccc4)nnn3c3ccccc23)c1,-9,i,-0.5,0%,11,i,-6%,7%
Cc1noc(C)c1NC(=O)N(C)C[C@H]1OCc2cnnn2CCCC(=O)N([C@H](C)CO)C[C@@H]1C,3,i,-0.6,.,0,i,-6%,4%
O=C(Nc1ccc(Cl)cc1Cl)c1cc2ccccc2o1,-9,i,0.5,-2%,13,-4%,3%,7%
O=C(O)c1ccc(-n2cncn2)c([N+](=O)[O-])c1,-8,i,1.0,-10%,4,i,5%,26%
O=C(COC(=O)/C=C/c1ccccc1[N+](=O)[O-])NCC(F)(F)F,1,i,0.0,2%,15,i,5%,-2%
CCCCNC(=O)c1cc(C)nc2ccccc12,2,i,0.9,4%,18,i,3%,2%
CCOC(=O)c1ccc(NS(=O)(=O)c2c(C)n(C)c(=O)n(C)c2=O)cc1,-3,i,-1.4,0%,-16,-24%,11%,5%
COc1ccc(OCc2cc(C(=O)N3CCN(CC(=O)N(C)C)CC3)no2)c(Cl)c1,2,i,2.7,1%,3,24%,6%,-24%
Cc1ccc(NC(=O)c2cc(-c3ccccc3)n[nH]2)cc1,-11,i,-1.8,-1%,-7,-20%,14%,14%
O=C(NCc1ccncc1)c1ccccc1Nc1ccc(SC(F)F)cc1,-1,i,0.3,-1%,25,-11%,5%,-17%
O=C(CCl)NNc1cccc(Cl)n1,6,i,0.9,1%,2,i,-3%,13%
CC(=O)NC(Cc1cccc(F)c1)C(=O)NC1CCN(C(=O)c2cccc(C)c2)CC1 (stereo not drawn),2,i,0.7,-2%,35,-93%,7%,13%
COc1ccc(NC(=S)NC(=O)c2csnn2)cc1,-3,i,0.1,-9%,-7,i,2%,2%
O=C(c1ccco1)N1CCN(c2ncccn2)CC1,1,i,-0.8,1%,8,-21%,2%,6%
C[C@H](CO)N1C[C@H](C)[C@@H](CN(C)Cc2ccncc2)Oc2c(NS(=O)(=O)c3ccccc3)cccc2C1=O,0,i,-0.8,1%,10,-22%,2%,-4%
C#Cc1cccc(Nc2nc(NCc3ccccc3OC)nc3ccsc23)c1,5,i,0.8,.,11,-42%,18%,12%
Cc1ccsc1C(=O)N(C)C1CCS(=O)(=O)C1 (stereo not drawn),0,i,-0.7,1%,2,i,-4%,3%
NC(=O)c1c(NC(=O)c2ccc(N3C(=O)CCC3=O)cc2)sc2c1CCCC2,2,i,-1.1,0%,-1,-27%,13%,2%
SMILES,D3 ag,Akt phos inh,CCT modulator,Mm-Cpn inhibitor,DRD3 antagonist,PTHR1 ag,EPAC2 agonist,EPAC2 antag
COC(=O)N/N=C/c1ccc(-c2cc(Cl)cc(Cl)c2)o1,-16,i,-2.6,-1%,-24,-18%,1%,2%
COc1ccc(N(CC(=O)NN=C2CCN(C)CC2)S(=O)(=O)c2ccccc2)c(OC)c1,0,i,-14,0%,-13,i,3%,5%
O=C(NCCN1CCOCC1)c1cccc(Br)c1,-6,i,0.9,.,6,i,3%,2%
COc1ccc(-n2c(=O)c3c4c(sc3n3c(=S)[nH]nc23)COC(C(C)C)C4)cc1 (stereo not drawn),6,i,-1.1,-3%,-19,?,5%,-19%
Cc1nc2c3cc(F)ccc3n(Cc3ccc(F)cc3)c2s1,-6,i,0.0,0%,-16,-24%,12%,-9%
CN(Cc1ccccc1)C(=O)c1ccc(NC(=O)Cc2cccc(NC(=O)C3CCN(C(=O)C4CCCCC4)CC3)c2)cc1,-22,i,-0.5,-3%,-19,-92%[inhibitor],10%,2%
O=C(NNC(=O)c1ccco1)c1csc(N2CCOCC2)n1,3,i,0.7,-1%,9,i,-5%,8%
COc1ccccc1Nc1nc(-c2sc(NC(=O)C(C)(C)C)nc2C)cs1,1,i,-2.9,?,16,-5%,9%,0%
CCNc1oc(-c2ccccc2F)nc1S(=O)(=O)c1ccccc1,-7,i,-0.4,-4%,-21,-24%,22%,-5%
O=C1C2C3C=CC(C3)C2C(=O)N1Nc1c(Cl)cc(Cl)cc1Cl (stereo not drawn),-17,i,0.1,-2%,9,-16%,6%,5%
C=C1CCC[C@]2(C)C[C@H]3OC(=O)C(CNC(C)CC)[C@H]3CC12 (stereo partly drawn),-6,i,0.1,1%,-27,0%,16%,3%
CCCNC(=O)c1cccc(Br)c1,-6,i,0.6,1%,8,-18%,-1%,-8%

# Compound profiles, as listed above. Values in the order: D3 ag | Akt phos inh | CCT modulator | Mm-Cpn inhibitor | DRD3 antagonist | PTHR1 ag | EPAC2 agonist | EPAC2 antag
# CCCNC(=O)c1cccc(Br)c1 across the screens: -6 | i | 0.6 | 1% | 8 | -18% | -1% | -8%
# Cc1nc2c3cc(F)ccc3n(Cc3ccc(F)cc3)c2s1 across the screens: -6 | i | 0.0 | 0% | -16 | -24% | 12% | -9%
# CCNc1oc(-c2ccccc2F)nc1S(=O)(=O)c1ccccc1 across the screens: -7 | i | -0.4 | -4% | -21 | -24% | 22% | -5%
# O=C1C2C3C=CC(C3)C2C(=O)N1Nc1c(Cl)cc(Cl)cc1Cl (stereo not drawn) across the screens: -17 | i | 0.1 | -2% | 9 | -16% | 6% | 5%
# COc1ccc(N(CC(=O)NN=C2CCN(C)CC2)S(=O)(=O)c2ccccc2)c(OC)c1 across the screens: 0 | i | -14 | 0% | -13 | i | 3% | 5%
